Screening data: PubChem, several laboratories
HIF-2a inh: blocks HIF-2a reporter activity; 786-0 RCC cells HIF-2a reporter, luciferase luminescence, overnight; inhibition, % at 18.8 µM; actives 0.72% (n = 360,000);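 active = inhibition of the luminescence signal of 40% or more relative to plate controls, in a single-dose primary screen at 18.75 µM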
KKLEB tox: reduces viability of KKLEB cystic fibrosis airway cells; activity change (cytotoxicity), % at 5 µM; KKLEB CF airway cells viability, ATPlite luminescence, overnight; stronger effect = lower value; cells stimulated with P. aeruginosa culture filtrate; actives 0.36% (n = 360,000);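 active = corrected activity change at or below -50% at 5 µM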
LMP1 NFkB inh: reduces LMP1-driven NF-kappaB luciferase signal; LMP1-induced NF-kappaB luciferase reporter cells, luminescence; inhibition, % at 12.5 µM; actives 0.69% (n = 350,000); AID 504558; in the data active = inhibition above about 41%;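 also: 0% = neutral control wells and 100% = reference inhibitor control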
iPSC survival up: increases survival of single human iPS cells; hiPSC single-cell survival, ATPlite luminescence; 100% = ROCK inhibitor wells, 0% = DMSO; survival enhancement, % at 20 µM; actives 0.044% (n = 360,000); AID 602274; in the data active = survival enhancement above about 18%;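 also: cells exposed to compounds for 16 hours before the ATP read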
C8 TRAIL sens: caspase-8 TRAIL sensitization | NB7+C8 cells + TRAIL, ATPlite viability luminescence | inhibition (viability loss, TRAIL sensitization), % at 10 µM | actives 1% (n = 360,000);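 active = compounds causing at least 50% loss of cell viability in the single-dose screen, relative to plate controls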
NR2E3 ag-1: agonists of human nuclear receptor NR2E3. Q9Y5X4. GST-NR2E3/biotin-RetCOR TR-FRET, 1536-well. inhibition of corepressor binding, % at 4.78 µM. actives 0.12% (n = 320,000). AID 2300;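 active = percent inhibition above the cutoff of mean plus 3 SD of all tested compounds, set per screening campaign, cut at about 20% in these data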;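 also: 0% = DMSO wells and 100% = biotin wells as full block of FRET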
Target sequence (Q9Y5X4 whole entry, looked up): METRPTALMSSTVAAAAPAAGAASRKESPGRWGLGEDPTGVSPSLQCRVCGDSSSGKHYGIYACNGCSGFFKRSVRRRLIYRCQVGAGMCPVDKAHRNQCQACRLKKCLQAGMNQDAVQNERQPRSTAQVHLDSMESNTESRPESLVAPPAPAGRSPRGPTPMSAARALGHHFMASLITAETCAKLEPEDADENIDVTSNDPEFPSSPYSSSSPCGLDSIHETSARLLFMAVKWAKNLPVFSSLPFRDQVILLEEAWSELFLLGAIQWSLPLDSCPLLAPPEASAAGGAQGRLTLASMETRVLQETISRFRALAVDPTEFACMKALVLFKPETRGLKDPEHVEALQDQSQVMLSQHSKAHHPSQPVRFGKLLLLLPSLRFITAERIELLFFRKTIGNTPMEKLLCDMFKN
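System: GST-tagged NR2E3 plus biotinylated RetCOR corepressor; Buffer or medium: pH 7.5 Tris-based buffer; Probe or stimulus: RetCOR corepressor, biotinylated, 7 nM; Doses: compound at 4.8 µM, single dose; Schedule: 5 h incubation at 4 °C; Technique: time-resolved FRET; Evaluation: percent inhibition of TR-FRET ratio; Replication: one well per compound, singlicate testing.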
NR2E3 ag-2: activates human NR2E3 receptor; actives 0.35% (n = 360,000); CHO-S Gal4-NCOR/VP16-NR2E3 two-hybrid, luciferase; inhibition of corepressor binding, % at 3.98 µM; AID 602229;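 active = inhibition above the mean of all tested compounds plus 3 SD, cut at about 70% in these data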;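 also: 0% = DMSO with NR2E3 transfected cells and 100% = cells lacking NR2E3 construct; higher means lower luciferase signal from less NR2E3 corepressor binding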
Peg3 prom inh: inhibitors of Peg3 promoter; HeLa PEG-Prom luciferase reporter, luminescence, overnight; inhibition, % at 20 µM; actives 1.7% (n = 360,000); AID 588405;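 active = inhibition of at least 50% at 20 µM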
TRPM1 prom inh: inhibitors of MITF-driven TRPM1 promoter in melanoma cells. SK-MEL-5 TRPM1 promoter luciferase, 24 h. inhibition, % at 12.5 µM. actives 0.83% (n = 330,000);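 active = mean inhibition across replicates of 60% or more, whatever share of single replicates reaches that level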; also: values of inactives mirror those of a sister screen read the other way
Shn3 inh set2: inhibitors of Schnurri-3 3'UTR reporter in osteoblasts. inhibition, % at 12.5 µM. Clone20 osteoblast Shn3 3'UTR firefly luciferase, 24 h. actives 0.52% (n = 360,000). AID 588674;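 active = mean inhibition of at least 75% with every replicate also reaching 75%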;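 also: 0% = median of neutral control wells and 100% = pilot-screen positive control compound; some compounds past the cut are filed as inactive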
CF NFkB inh: blocks PAF-induced NF-kB reporter in cystic fibrosis cells; actives 0.86% (n = 360,000); KKLEB NF-kB-GFP reporter, GFP fluorescence overnight; AID 588850; inhibition, % at 5 µM;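 active = at least 50% inhibition at 5 µM, scaled per plate between neutral and stimulator controls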;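 also: PAF is a Pseudomonas aeruginosa culture filtrate used as stimulus; plate controls were PAF-stimulated DMSO wells for no effect and unstimulated DMSO wells for full effect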
Starred values were filed as active, the others as inactive; . = not tested or not shown. Only part of the results is shown; rates above refer to the full screens.

Compound	HIF-2a inh	KKLEB tox	LMP1 NFkB inh	iPSC survival up	C8 TRAIL sens	NR2E3 ag-1	NR2E3 ag-2	Peg3 prom inh	TRPM1 prom inh	Shn3 inh set2	CF NFkB inh
CCCN1C2CCCC1CC(NC(=S)Nc1ccc(OC)cc1)C2 (stereo not given)	13	5	-6	1.3	42	1	-24	1	5	4	-4
O=C(c1ccc2nc[nH]c2c1)N1CCN(c2ncc(C(F)(F)F)cc2Cl)CC1	13	-2	14	0.0	10	-1	27	-4	11	29	3
O=S(=O)(Nc1nc2ccccc2nc1Cl)c1ccc2c(c1)OCCO2	3	0	4	2.2	1	8	-15	-15	-1	19	-2
COC(=O)c1ccc(NC(=O)CNc2ccccc2)cc1	-24	10	-5	-0.5	-8	-2	-40	-92	0	-21	-4
O=C(NCc1ccncc1)C1CCCN(S(=O)(=O)c2ccc(Br)cc2)C1 (stereo not given)	21	-12	4	-0.5	14	2	-6	16	1	17	17
COc1cccc(/C=C2\N=C(SC)SC2=O)c1OC	7	2	-7	4.7	1	1	-9	15	-3	2	-3
COc1cc2cccc(OC)c(=O)c2c(OC)c1OC	8	-4	-2	-0.4	3	-6	-9	-14	.	-13	-8
CCN(C[C@H]1N[C@@](Cc2ccccc2)(C(=O)OC)[C@H]2C(=O)N(C)C(=O)[C@@H]12)C(=O)Nc1ccc(F)cc1	8	3	0	0.3	-6	.	4	-9	-5	-1	-30
CCOC(=O)c1ccc(CNC(=O)Cn2nnc(-c3ccccc3)n2)o1	13	9	-4	0.5	-10	3	10	15	8	7	-17
COc1ccc(CS(=O)c2nc(C)cc(C)c2S(C)(=O)=O)cc1 (stereo not given)	2	0	-3	1.8	0	3	13	-12	2	13	-20
O=C1Nc2ccccc2C1Cc1ccccc1 (stereo not given)	3	5	1	0.1	-32	1	-3	3	3	12	-9
NC(=O)Cn1nc(-c2ccccc2)nc1-c1ccccc1	15	6	13	-0.3	-8	2	-22	18	-11	1	4
CCC(=O)Oc1ccc2c(C)cc(=O)oc2c1C(=O)CC	11	10	-1	-0.7	-12	-1	-5	4	-3	6	-22
CC(C)N1CCC(N2CCN(CCCn3cccn3)CC2CCO)CC1 (stereo not given)	19	1	-10	1.8	-4	1	28	-6	0	-14	-4
COc1ccc(C(=O)Oc2ccc(/C=N/NC(=O)c3cccnc3)cc2OC)cc1	-3	5	-3	-0.6	4	6	13	-23	2	1	-18
CC(C)Nc1ncnc2c1cnn2-c1ccccc1	-243	-13	-3	-2.7	43	2	-114	-337	.	-49	21
O=C(Nc1cccc(S(=O)(=O)NC2=NCCC2)c1)c1c(F)cccc1Cl	2	21	2	-0.3	4	0	-1	-11	-4	-6	1
CSC1=NC2C(N1)N(C)C(=O)N2C (stereo not given)	11	-16	-3	2.2	8	-3	1	3	-14	-9	18
CN(C)C1=NCCN1CCC1CCCCC1	3	11	3	4.9	5	2	-1	10	-3	11	-11
COC(=O)[C@]1(C)N[C@H](CN(C)S(=O)(=O)c2ccc(OC(F)(F)F)cc2)[C@@H]2C(=O)N(C)C(=O)[C@@H]21	1	12	-1	7.3	7	.	-15	5	-18	-12	-6
CC(=O)N[C@@H](Cc1ccc(OC(F)(F)F)cc1)C(=O)O	15	-3	4	-0.6	-6	-2	-20	5	0	10	6
Cc1ccc(N2C(=O)C3C4C=CC(CNC(=S)N5CCN(c6ccccc6)CC5)(O4)C3C2=O)cc1 (stereo not given)	-2	-8	-1	0.4	-12	5	-7	12	4	.	11
O=C(NNC(=O)c1c(F)cccc1F)c1ccccc1OC(F)(F)F	18	4	-4	-0.3	-13	3	0	10	3	-8	-2
CCn1c(CC(=O)Nc2ccc(OC)cc2)nnc1SCC(=O)N1CCOCC1	7	-10	3	-0.2	-18	3	-8	-2	33	-5	-8
COc1cc(-c2nnc(SCC(=O)OC3CCCCC3)o2)cc(OC)c1OC	3	-6	4	-0.5	-15	2	6	8	15	4	4
O=C(Cc1cccs1)NNC(=O)c1ccc(F)cc1	11	-6	1	1.9	19	4	-7	2	-2	6	3
Cc1ccc(C(=O)OCC(=O)NCCC2=CCCCC2)cc1N	20	-8	4	0.2	1	4	-26	10	7	-2	10
CO/N=C(/c1nonc1N)N1CCN(c2ccc([N+](=O)[O-])cc2)CC1	-13	-1	1	6.4	26	0	7	14	-3	8	-3
CC1=C(C#N)C(=O)N(C)C(C)(C)C1	26	4	-1	4.1	-10	2	-7	2	-1	-6	-9
CC(NC(=S)NCc1ccc(F)cc1)C12CC3CC(CC(C3)C1)C2 (stereo not given)	-8	7	0	0.1	2	2	-14	23	2	36	-5
CCC1CCCCN1C(=O)CCC(=O)Nc1nnc(C(F)(F)F)s1 (stereo not given)	6	-10	-8	-0.1	5	0	17	1	-2	-1	4
Cc1c(C)c(C)c(S(=O)(=O)n2[nH]c(=O)c(CCO)c2C)c(C)c1C	22	-4	-2	1.4	-2	3	-22	18	-15	-10	24
CC(C)[C@H](NC(=O)c1ccco1)C(=O)NC12CC3CC(CC(C3)C1)C2	20	-19	-1	-0.4	-1	3	23	14	-2	81	25
COc1ccccc1-c1nnc(SC(C(=O)c2c[nH]c3ccccc23)c2ccccc2)n1C (stereo not given)	35	-8	-6	0.4	10	3	-12	54*	15	25	19
COC(=O)C1CCN(C(=O)COC(=O)[C@@H]2CC(O)CN2S(=O)(=O)c2ccc3c(c2)OCCO3)CC1 (stereo not given in full)	5	0	7	-0.5	-10	1	-2	5	8	-16	4
CN(CC(=O)Nc1cccc(F)c1)C(=O)c1ccc2c(=O)n3c(nc2c1)CCC3	7	8	8	0.1	3	2	-3	4	0	-27	-5
CC1=C(C)NC(=S)SC1	5	-6	-1	2.1	-21	-2	-16	3	11	11	5
Cc1c(Cl)cccc1NC(=O)CCC(=O)NNC(=O)CCC(=O)O	14	-9	-19	5.0	-7	0	-11	10	-11	-2	-6
Clc1ccc(N=C2SCCS2)cc1	-155	12	0	-0.4	-2	1	-42	-118	-47	-5	-10
O=C(Cc1ccc(F)cc1)Nc1nnc(SCC(=O)NC2CCCC2)s1	18	4	-6	-0.3	26	1	5	-11	-16	-9	-2
CC1/C(=N/O)CC(c2ccco2)NC1c1ccco1 (stereo not given)	0	7	-8	0.9	-7	-2	-13	-4	0	2	6
C[C@@H]1CN([C@@H](C)CO)C(=O)CCCn2cc(nn2)CO[C@H]1CN(C)S(=O)(=O)c1ccc(C#N)cc1	8	2	4	1.6	-4	.	18	-2	.	-13	2
COc1ccc(-c2cnc3c(NC(C)=O)cc(-c4cccc(C(=O)NCCO)c4)cn23)cc1OC	7	4	.	-1.7	18	.	-17	24	.	-12	-42
O=C(NCCC1=CCCCC1)C1CCC(CNc2c(N3CCCCC3)c(=O)c2=O)CC1 (stereo not given)	9	-2	5	0.4	3	0	1	26	26	-4	-6
CCn1c(SCC(=O)N2CCN(c3ccccc3)CC2)nnc1-c1cc2cc(Cl)ccc2o1	6	8	31	-0.9	9	2	12	3	2	-10	5
CCCc1ccccc1OCCNC(C)=O	8	6	-3	-1.9	-8	1	1	14	-10	5	-9
COc1cc(C(=O)NC(C)c2ccc(S(N)(=O)=O)cc2)ccc1OCC(=O)N1CCOCC1 (stereo not given)	22	10	5	-0.4	15	1	-24	2	3	9	-12
COc1ccc(CCC(=O)NCCS(=O)(=O)N2CCN(c3ccccc3)CC2)cc1	-7	10	0	0.1	-23	5	32	14	-4	4	6
CN1CCN(C(=S)Nc2ccc(Cl)cc2Cl)CC1	-36	-4	-4	3.3	-6	1	-13	-14	1	-8	-9
CCCCCCc1ccc(N2C[C@H](Cc3ccccc3)[C@@H](CC(=O)NCc3ccc(OC)cc3)C2=O)cc1	10	9	4	-2.9	11	-1	-38	18	-3	19	2
CCOCCN1CCN(c2c(CC)c(C)nc3cc(-c4cc(OC)cc(OC)c4)nn23)CC1	-3	-11	10	-1.9	7	-2	-6	50	-4	6	-5
CSc1nc(NS(=O)(=O)c2ccc(F)cc2F)nn1C	9	-14	-2	-0.4	4	3	-2	15	18	24	4
Cn1c(SCC(N)=O)nnc1-c1ccc(C(C)(C)C)cc1	-13	1	1	0.7	5	-2	-5	-11	-2	-13	17
Cc1noc(NS(=O)(=O)c2ccc(NC(=O)c3cc(=O)c4ccccc4o3)cc2)c1C	9	13	-2	0.7	-19	-1	-31	-2	-2	-6	10
O=[N+]([O-])c1ccc(N/N=C/c2ccccc2)c(F)c1	-346	7	-37	-1.3	-1	0	-123	-324	-89	-90	-55
O=C1N[C@@H](Cc2c[nH]c3ccccc23)C(=O)N[C@H]1Cc1ccccc1	8	0	-6	-1.9	-4	.	4	-13	1	7	-13
Cc1c(NS(=O)(=O)c2cccc(C(=O)Nc3cccc(F)c3)c2)c(=O)n(-c2ccccc2)n1C	-1	1	-3	0.2	-1	.	-4	21	0	9	-3
Cc1cccc(NC(=O)CCn2nc(C)cc2C)c1	7	2	-8	-1.3	-4	2	-11	7	-17	-10	-10
O=[N+]([O-])c1ccc(Sc2ccncn2)c([N+](=O)[O-])c1	70*	-55*	26	-5.0	53*	.	16	97*	.	58	90*
O=C(COc1ccc(Cl)cc1)OCC(=O)N1CCCCCC1	10	12	-2	-2.3	1	-3	2	9	-9	3	-11

Next part
Compound	HIF-2a inh	KKLEB tox	LMP1 NFkB inh	iPSC survival up	C8 TRAIL sens	NR2E3 ag-1	NR2E3 ag-2	Peg3 prom inh	TRPM1 prom inh	Shn3 inh set2	CF NFkB inh
CCSc1nc2sc3c(c2c(=O)[nH]1)CCc1ccccc1-3	0	8	-7	2.3	-13	3	30	-2	12	-18	2
CNc1oc(-c2ccc(C)cc2)nc1P(=O)(c1ccccc1)c1ccccc1	25	-16	1	-2.3	1	-1	7	13	5	-4	11
CC(C)OC(=O)c1c(NC(=O)c2ccco2)sc2c1CCCCC2	-20	-28	5	-1.8	-4	-1	-34	-21	-6	0	28
CCOC(=O)[C@H]1[C@H]2COc3cc(OC)ccc3[C@@H]2N2C(=O)N(c3ccc(Br)cc3)C(=O)[C@@]12C	14	-13	-7	0.0	6	-1	17	6	8	24	14
Cc1ccc(S(=O)(=O)NCc2ccc3c(c2)OCO3)cc1C	10	-8	-3	0.0	15	-2	7	12	-7	7	17
CC1CCN(S(=O)(=O)c2cccc(C(=O)NC3CCCC3)c2)CC1	7	-3	-6	-0.3	4	-2	10	6	20	6	1

3 entries out of the list, arranged by length of the SMILES, falling.
Compound	HIF-2a inh	KKLEB tox	LMP1 NFkB inh	iPSC survival up	C8 TRAIL sens	NR2E3 ag-1	NR2E3 ag-2	Peg3 prom inh	TRPM1 prom inh	Shn3 inh set2	CF NFkB inh
CNc1oc(-c2ccc(C)cc2)nc1P(=O)(c1ccccc1)c1ccccc1	25	-16	1	-2.3	1	-1	7	13	5	-4	11
CC1CCN(S(=O)(=O)c2cccc(C(=O)NC3CCCC3)c2)CC1	7	-3	-6	-0.3	4	-2	10	6	20	6	1
Cc1ccc(S(=O)(=O)NCc2ccc3c(c2)OCO3)cc1C	10	-8	-3	0.0	15	-2	7	12	-7	7	17
